Bioassay records as filed in PubChem.
Mdm2-MdmX inh = disrupts the human Mdm2-MdmX interaction | O15151+Q00987 | SaOS-2 split-luciferase Mdm2/MdmX complementation, luminescence | inhibition, % at 8 µM | 3% of 330,000 active | AID 485346;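 active means inhibition of at least 50% at 8 µM in the primary screen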
tim23-1 inh = inhibits growth of tim23-1 mutant yeast. S. cerevisiae tim23-1 growth, BacTiter-Glo luminescence, 24 h. inhibition, % at 20 µM. 1.3% of 330,000 active. AID 463212;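 active means growth inhibition of the mutant yeast at or above 50%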;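 further: temperature-sensitive mutant grown at 25 °C; plate controls were DMSO-treated mutant yeast for no effect and medium wells lacking yeast for full effect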
CHOP UPR activ = apoptotic UPR (CHOP) activation; CHO-CHOP luciferase reporter, luminescence; percent of tunicamycin response over DMSO baseline; 0.34% of 330,000 active; activation, % at 10 µM;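 active means at 10 µM dose, activation of 40% or more, normalized to positive control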;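 further: 100% = tunicamycin at 10 µg/mL and 0% = DMSO alone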
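assay system = CHO CHOP reporter cells | amount = 500 CHO-CHOP cells per well | buffer or medium = F12 with 10% FBS | incubation = 16-18 h cell attachment, then 6 h compound exposure, 37 °C | detection = luminescence read with Steady-Glo | read-out = percent activation relative to tunicamycin control | controls = tunicamycin high control, DMSO low control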
XBP1 UPR activ = activators of adaptive arm of unfolded protein response (XBP1); 0.33% of 330,000 active; AID 463104; CHO-XBP1 luciferase reporter, IRE1-XBP1 UPR activation, luminescence; percent of tunicamycin response, DMSO as zero; activation, % at 20 µM;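 active means versus positive control, 20 µM dose yields 30% or more activation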;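 further: 100% = tunicamycin at 10 µg/mL and 0% = DMSO only wells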
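Test system: CHO-XBP1 luciferase reporter cells | Buffer or medium: Serum-containing F12 medium, 10% FBS | Schedule: 6 h compound exposure at 37 °C, 5% CO2 | Detection: Steady-Glo luciferase glow luminescence, 10 min after reagent addition | Read-out basis: Activation, % of tunicamycin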
tim10-1 inh = tim10-1 yeast growth inhibition; S. cerevisiae tim10-1 ts strain growth, BacTiter-Glo, 24 h; AID 463190; inhibition, % at 20 µM; 2.2% of 330,000 active;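 active means inhibition of at least 40%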;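 further: mutant grown at 25 °C; 0% = DMSO wells with yeast and 100% = wells holding no yeast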
CXCR6 inh = inhibitors of human CXCR6 receptor; O00574; CHO-K1 PathHunter CXCR6 beta-arrestin, luminescence; 0.36% of 360,000 active; inhibition, % at 20 µM; in the data active means inhibition above about 34%, passing the limit was not always enough;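 further: antagonist mode with CXCL16 agonist at 10 nM final; 0% = 10 nM CXCL16 with DMSO and 100% = unstimulated wells without agonist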
Target sequence (O00574 whole entry, looked up): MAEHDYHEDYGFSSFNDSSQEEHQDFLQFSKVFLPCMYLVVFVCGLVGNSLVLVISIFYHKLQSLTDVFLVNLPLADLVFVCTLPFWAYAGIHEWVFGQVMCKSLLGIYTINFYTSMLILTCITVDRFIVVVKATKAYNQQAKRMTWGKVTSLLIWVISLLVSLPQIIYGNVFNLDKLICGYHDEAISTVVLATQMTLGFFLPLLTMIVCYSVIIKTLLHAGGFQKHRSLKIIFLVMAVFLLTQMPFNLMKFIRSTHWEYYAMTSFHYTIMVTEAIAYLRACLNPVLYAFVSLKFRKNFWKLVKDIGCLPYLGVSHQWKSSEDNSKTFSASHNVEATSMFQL
APJ antagonist = blocks the human apelin receptor APJ | CHO-K1 APJ beta-arrestin complementation, luminescence | inhibition, % at 20 µM | 0.32% of 330,000 active | AID 2521;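 active means inhibition above about 40% at 20 µM, limit read from the data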;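 further: cells challenged with 10 nM apelin-13 agonist together with compound; plate controls were apelin-13 plus DMSO wells for no effect and DMSO wells lacking apelin-13 for full effect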
Target sequence (P35414 whole entry, looked up): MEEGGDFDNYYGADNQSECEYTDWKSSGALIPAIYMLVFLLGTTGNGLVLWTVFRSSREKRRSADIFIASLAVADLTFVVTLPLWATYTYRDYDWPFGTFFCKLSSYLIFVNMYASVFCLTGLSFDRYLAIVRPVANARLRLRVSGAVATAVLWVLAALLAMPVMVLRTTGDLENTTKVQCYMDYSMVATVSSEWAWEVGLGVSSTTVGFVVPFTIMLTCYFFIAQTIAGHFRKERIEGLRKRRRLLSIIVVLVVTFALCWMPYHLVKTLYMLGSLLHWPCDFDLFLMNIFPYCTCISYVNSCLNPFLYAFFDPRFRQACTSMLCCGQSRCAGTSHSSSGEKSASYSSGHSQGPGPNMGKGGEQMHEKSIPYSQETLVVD
APJ ag = activates the human apelin receptor APJ; P35414; CHO-K1 APJ PathHunter beta-arrestin, luminescence; 0% DMSO wells, 100% apelin; activation, % at 20 µM; 0.11% of 330,000 active; AID 2520;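 active means activation more than six SD over the plate average, tested at 20 µM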;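 further: 0% = DMSO alone and 100% = apelin-13 at 10 nM; some results filed as inactive read as strong as hits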
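Assay system: engineered CHO-K1 APJ arrestin reporter cells; Amount: 1000 CHO-K1 reporter cells seeded per well; Dosing: one dose, 20 µM compound, 1% DMSO; Times: compound stimulation 90 min at 25 °C, detection 60 min; Measured by: luminescent beta-gal fragment complementation, chemiluminescent substrate; Read-out: APJ–arrestin association signal; Controls: DMSO vs Apelin-13 10 nM.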
TIM10 inh = growth inhibitors of TIM10 yeast strain; AID 463195; 1.4% of 330,000 active; S. cerevisiae TIM10 strain growth, BacTiter-Glo luminescence, 24 h; inhibition, % at 10 µM;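 active means inhibition of 40% or more at the single tested concentration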;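 further: wild-type TIM10 isogenic control strain grown at permissive 25 °C; 0% = DMSO yeast wells and 100% = minimal medium wells without yeast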
An asterisk follows results filed as active. Not all compounds are listed. The share of hits here may be higher or lower than overall.

SMILES | Mdm2-MdmX inh | tim23-1 inh | CHOP UPR activ | XBP1 UPR activ | tim10-1 inh | CXCR6 inh | APJ antagonist | APJ ag | TIM10 inh
CCNC(=O)CC1C(=O)N(c2ccc(F)cc2)C(=O)N1CCc1ccc(OC)cc1 (stereo unspecified) | 5 | -3 | 0.9 | 6 | 2 | 4 | -4 | -1 | -11
O=C(Cc1ccc(Cl)cc1)Nc1ccncc1 | 23 | -10 | 0.8 | -1 | 8 | -12 | -4 | -4 | -5
Cc1cc(C)nc(SCc2nnc(SCC(=O)Nc3ccccc3C)n2Cc2ccco2)n1 | 1 | 22 | 2.5 | -3 | 21 | 5 | 3 | -6 | 11
O=C1N/C(=N\c2ccccn2)SC1Cc1ccc(Cl)cc1 (stereo unspecified) | 23 | -10 | -0.7 | 3 | 8 | 11 | 19 | -6 | -4
COc1ccccc1CNC(=O)C(=O)NCC1OCCN1C(=O)c1cccs1 (stereo unspecified) | -9 | 10 | 2.4 | -1 | 15 | -6 | -5 | 0 | -26
COc1ccccc1OCCC(=O)Nc1cccc(S(=O)(=O)N2CCOCC2)c1 | -18 | 8 | 6.3 | 0 | 5 | 7 | -14 | -3 | 6
Cn1c(=O)c2c(nc(NCc3ccccc3)n2CC(N)=O)n(C)c1=O | -28 | 9 | 0.0 | 0 | -5 | 1 | -14 | -3 | -3
CC(C)(C)[C@@H]1C=C(C(=O)O)O[C@H](OCCCCO)C1 | -7 | 14 | 1.8 | -3 | 9 | 10 | 11 | 4 | 13
COc1ccc(/C(O)=C2/C(=O)C(=O)N(CCN(C)C)C2c2cccnc2)cc1C (stereo unspecified) | 14 | 2 | -0.9 | 0 | -3 | 2 | 6 | -1 | -7
O=C(CSc1ccccn1)N/N=C/c1cccc([N+](=O)[O-])c1 | -45 | 14 | 2.0 | -2 | -6 | 2 | -16 | 1 | -1
O=C(COC(=O)CN1C(=O)c2ccccc2C1=O)Nc1ncc(Cl)cc1Cl | -6 | 11 | -0.6 | -3 | -1 | 1 | 16 | -1 | 1
Cc1ccn2c(=O)nc(SCC(=O)NCc3ccccc3)nc2c1 | 23 | -1 | 0.6 | 1 | 1 | -5 | 17 | 3 | -11
O=C(COc1ccc(NC(=O)c2ccccc2)cc1)c1ccccc1 | 14 | 3 | 2.0 | 6 | -27 | 1 | -25 | -4 | 11
COc1ccc(N(CC(=O)NCCSC2CCCCC2)S(=O)(=O)c2ccccc2)c(OC)c1 | 17 | 29 | 0.6 | 0 | 14 | 9 | -38 | 1 | 7
O=C(CSc1nnc(CNC(=O)c2ccc(F)cc2)o1)NCc1ccc2c(c1)OCO2 | 6 | 7 | 1.3 | 0 | 6 | -2 | 2 | -7 | 9
Cc1ccc(/C=C/C(=O)N2CCCC(C)C2)cc1 (stereo unspecified) | -97 | 18 | 1.5 | -3 | 7 | 10 | 6 | -4 | 6
CC1CCN(CC(C)CNC(=O)c2cc(-c3ccccn3)nc3ccccc23)CC1 (stereo unspecified) | 6 | -1 | 0.2 | 2 | 3 | 3 | 10 | -1 | 15
CC(C)=NNc1nc2sc3c(c2c(=O)[nH]1)CC(C)(C)OC3 | 13 | 16 | -0.2 | -3 | 26 | 8 | 5 | 2 | 10
Cc1ccc(C)c(NC(=S)NCCc2ccc(S(N)(=O)=O)cc2)c1 | -3 | -7 | -0.8 | -3 | 8 | 5 | 18 | 4 | 13
COc1cc(OC)c(OC)cc1CN(C)CCc1ccccn1 | -8 | -5 | 5.0 | 1 | -6 | 3 | 8 | -1 | -8
CCOc1ccc(CCNC(=O)COC(=O)c2ccccc2O)cc1OCC | 6 | 22 | -1.3 | -5 | 8 | 1 | 3 | -4 | 3
CCc1cccc(NC(=O)Nc2ccc3c(c2)OCO3)c1 | -18 | -2 | 3.1 | 8 | 10 | 7 | -8 | -1 | 10
COc1ccc(/C=C/CN2CCN(Cc3ccc(C)cc3)C(CCO)C2)cc1 (stereo unspecified) | 7 | 8 | -0.2 | -1 | 0 | -2 | -23 | -3 | 7
COc1ccc(N(CC(=O)N2CCc3ccccc32)S(=O)(=O)c2c(C)nn(C)c2C)cc1 | -8 | 18 | -2.0 | -2 | 21 | 4 | 2 | -2 | 15
COc1ccc(NC(=S)NCc2ccco2)cc1 | 0 | 6 | 2.5 | 0 | -10 | 3 | 25 | 1 | -3
(more compounds)
SMILES | Mdm2-MdmX inh | tim23-1 inh | CHOP UPR activ | XBP1 UPR activ | tim10-1 inh | CXCR6 inh | APJ antagonist | APJ ag | TIM10 inh
COc1cnc(-c2ccccn2)nc1Sc1cccc(Cl)c1 | 39 | 63* | 6.9 | 24 | 44* | 13 | 21 | -3 | 31
CCOC(=O)Nc1ccc(N2CCOCC2)c(S(=O)(=O)N2CCOCC2)c1 | 15 | 7 | 0.9 | -1 | 6 | 1 | -5 | 0 | 3
O=C(NCCc1ccccc1)c1cccc(S(=O)(=O)N2CCCCC2)c1 | -15 | 23 | 4.4 | -1 | 16 | 13 | 7 | 11 | 3
O=C(Cc1c(F)cccc1Cl)NCc1cccnc1 | 33 | 12 | 0.8 | -4 | -3 | -5 | 9 | -2 | -2
CCOC(=O)c1ccccc1OCc1cc(/C=N/n2cnnc2)ccc1OC | 19 | 13 | -1.5 | 2 | 23 | -6 | 12 | -4 | 9
O=C(O)c1cccc(NC(=S)NC(=O)c2cccc(OCc3ccccc3)c2)c1 | -6 | 3 | 1.9 | -2 | 11 | 15 | 30 | -4 | 10
CCOc1ccc(C(C)=O)cc1N1C(=O)C2C3C=CC(C3=C(C)C)C2C1=O (stereo unspecified) | 9 | 34 | 0.5 | 0 | 29 | -7 | -11 | 1 | 21
CCOC(=O)C1CCN(C(=O)C2CCCN(c3ncnc4c3nc3n4CCCCC3)C2)CC1 (stereo unspecified) | -2 | 6 | 0.0 | -2 | 2 | -3 | 7 | 3 | 20
O=S1(=O)N=C(Nc2ccc(S(=O)(=O)N3CCCCC3)cc2)c2ccccc21 | -7 | 8 | -1.2 | -5 | -13 | -3 | 6 | 0 | -2
CN(C)C(=O)COc1ccc(Oc2ccccc2)cc1 | -6 | -4 | 0.8 | 1 | -10 | -2 | -6 | -4 | -11
COc1cccc(NC(=O)N2CCN(c3cccc(C)c3)C(C)C2)c1 (stereo unspecified) | -6 | 10 | 8.2 | 1 | 28 | 0 | 0 | -3 | 9
CC(C)c1[nH]nc2c1C(c1cccs1)C(C#N)=C(N)O2 (stereo unspecified) | 6 | 31 | 6.1 | -4 | 32 | -10 | 6 | -2 | 31
CCCCn1c(SCC(=O)NC2CC2)nnc1-c1ccncc1 | 1 | -4 | -0.1 | -3 | 7 | 1 | 12 | -5 | 6
Cc1ccc(CCNC(=O)c2cc(S(=O)(=O)N3CCCC3)cn2C)cc1 | 15 | -11 | 1.2 | 0 | -15 | -2 | -13 | 5 | -15
O=C(Nc1cccc(S(=O)(=O)N2CCCCC2)c1)C1CCCN1S(=O)(=O)c1ccccc1F (stereo unspecified) | -8 | 18 | -0.8 | -3 | 9 | 3 | 0 | -2 | 9
CC(C)(C)NS(=O)(=O)c1ccc(CCC(=O)NCc2cccnc2)cc1 | 11 | 8 | 0.3 | 0 | 14 | -8 | -10 | -3 | 11
Cc1cc(C)c(NC(=O)CS)c(Cl)c1 | 8 | 23 | -1.2 | -2 | 12 | 0 | -1 | -2 | 2
O=C(Cc1c(F)cccc1Cl)NCCCn1ccnc1 | -33 | -15 | -0.6 | 3 | -7 | 6 | 10 | 0 | 1
CCN(CC)C(=O)c1sc2nc(-c3ccccn3)[nH]c(=O)c2c1C | 21 | 11 | 2.5 | 2 | 17 | 10 | 5 | -1 | 6
Cc1ccccc1OCCSc1nc2ccccc2n1CCC(=O)O | 11 | 3 | -0.6 | 6 | 8 | -3 | -10 | -1 | 1
O=C(COC(=O)/C=C/c1cccc(C(F)(F)F)c1)NCc1ccccc1 | -1 | 4 | -1.5 | -4 | 8 | -7 | 2 | -2 | -6
Cc1cc(N)n2nc(-c3ccccc3)c(-c3ccccc3)c2n1 | -11 | 59* | -1.7 | -2 | 16 | 1 | -15 | -1 | 10
CCC(Oc1ccccc1)C(=O)Nc1nnc(S(=O)(=O)Nc2ccccc2)s1 (stereo unspecified) | 11 | 6 | -1.3 | -3 | -17 | -2 | -10 | -1 | 2
OCC[C@H]1C[C@H](O)[C@@H](O)[C@]2(CCCO2)O1 | 5 | 0 | 1.0 | 3 | -22 | -9 | -33 | -1 | -4
COc1cc(/C=N/NC(=O)Cc2ccccc2)ccc1Oc1ccc([N+](=O)[O-])cc1[N+](=O)[O-] | 27 | -7 | -1.1 | 1 | -13 | -4 | -11 | 0 | -18
Cc1cc(-c2ccc(/C=N/n3cnnc3)o2)c(C)c([N+](=O)[O-])c1 | 12 | 10 | 3.4 | -1 | 19 | -12 | -38 | 1 | 24

Sorted by length of the SMILES (lowest first): part of the list above.
SMILES | Mdm2-MdmX inh | tim23-1 inh | CHOP UPR activ | XBP1 UPR activ | tim10-1 inh | CXCR6 inh | APJ antagonist | APJ ag | TIM10 inh
Cc1cc(C)c(NC(=O)CS)c(Cl)c1 | 8 | 23 | -1.2 | -2 | 12 | 0 | -1 | -2 | 2
O=C(Cc1c(F)cccc1Cl)NCc1cccnc1 | 33 | 12 | 0.8 | -4 | -3 | -5 | 9 | -2 | -2
Cc1cc(N)n2nc(-c3ccccc3)c(-c3ccccc3)c2n1 | -11 | 59* | -1.7 | -2 | 16 | 1 | -15 | -1 | 10
CCOC(=O)c1ccccc1OCc1cc(/C=N/n2cnnc2)ccc1OC | 19 | 13 | -1.5 | 2 | 23 | -6 | 12 | -4 | 9
CCN(CC)C(=O)c1sc2nc(-c3ccccn3)[nH]c(=O)c2c1C | 21 | 11 | 2.5 | 2 | 17 | 10 | 5 | -1 | 6
Cc1ccc(CCNC(=O)c2cc(S(=O)(=O)N3CCCC3)cn2C)cc1 | 15 | -11 | 1.2 | 0 | -15 | -2 | -13 | 5 | -15
CCOC(=O)Nc1ccc(N2CCOCC2)c(S(=O)(=O)N2CCOCC2)c1 | 15 | 7 | 0.9 | -1 | 6 | 1 | -5 | 0 | 3
CCC(Oc1ccccc1)C(=O)Nc1nnc(S(=O)(=O)Nc2ccccc2)s1 (stereo unspecified) | 11 | 6 | -1.3 | -3 | -17 | -2 | -10 | -1 | 2
Cc1cc(-c2ccc(/C=N/n3cnnc3)o2)c(C)c([N+](=O)[O-])c1 | 12 | 10 | 3.4 | -1 | 19 | -12 | -38 | 1 | 24
O=C(Nc1cccc(S(=O)(=O)N2CCCCC2)c1)C1CCCN1S(=O)(=O)c1ccccc1F (stereo unspecified) | -8 | 18 | -0.8 | -3 | 9 | 3 | 0 | -2 | 9
COc1cc(/C=N/NC(=O)Cc2ccccc2)ccc1Oc1ccc([N+](=O)[O-])cc1[N+](=O)[O-] | 27 | -7 | -1.1 | 1 | -13 | -4 | -11 | 0 | -18
